# Assay outcomes as filed in PubChem.
# CXCR6 block: blocks human CXCR6 beta-arrestin recruitment. hit rate 0.36% among 360,000. O00574. inhibition, % at 20 µM. CHO-K1 PathHunter CXCR6 beta-arrestin, luminescence. AID 602244; in the data active = inhibition above about 34%, passing the limit was not always enough;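 note: antagonist mode with CXCL16 agonist at 10 nM final; 0% = 10 nM CXCL16 with DMSO and 100% = unstimulated wells without agonist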
# tim23-1 inh: growth inhibitors of tim23-1 mutant yeast | S. cerevisiae tim23-1 growth, BacTiter-Glo luminescence, 24 h | inhibition, % at 20 µM | hit rate 1.3% among 330,000 | AID 463212;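 active = growth inhibition of the mutant yeast at or above 50%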;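 note: temperature-sensitive mutant grown at 25 °C; plate controls were DMSO-treated mutant yeast for no effect and medium wells lacking yeast for full effect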
# UPR CHOP act: activators of apoptotic arm of unfolded protein response (CHOP) | hit rate 0.34% among 330,000 | activation, % at 10 µM | CHO-CHOP luciferase reporter, UPR activation, luminescence; percent of tunicamycin response over DMSO baseline;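 active = at 10 µM dose, activation of 40% or more, normalized to positive control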;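 note: 100% = tunicamycin at 10 µg/mL and 0% = DMSO alone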
#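 System: CHO-CHOP luciferase reporter cell line | Buffer or medium: F12 medium containing 10% fetal bovine serum | Doses: One dose, 10 µM in 0.5% DMSO | Times: 6 h compound exposure at 37 °C after overnight seeding | Signal: Luciferase luminescence | Read-out: % activation vs tunicamycin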
# CCR6 antag: blocks CCL20-driven beta-arrestin recruitment at human CCR6 | P51684 | CHO-K1 CCR6 PathHunter beta-arrestin, luminescence, CCL20-stimulated | inhibition, % at 20 µM | hit rate 0.49% among 340,000;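 active = compounds whose inhibition of the agonist-driven luminescence signal at 20 µM reaches about 50%, limit read from the data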;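 note: cells stimulated with CCL20 at 14 nM final; plate controls were DMSO with CCL20 for no effect and DMSO without agonist for full effect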
# APJ agonist: APJ receptor agonism; P35414; CHO-K1 APJ PathHunter beta-arrestin, luminescence; 0% DMSO wells, 100% apelin; activation, % at 20 µM; hit rate 0.11% among 330,000;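 active = activation more than six SD over the plate average, tested at 20 µM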;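 note: 0% = DMSO alone and 100% = apelin-13 at 10 nM; some results filed as inactive read as strong as hits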
# Target sequence (P35414 whole entry, looked up): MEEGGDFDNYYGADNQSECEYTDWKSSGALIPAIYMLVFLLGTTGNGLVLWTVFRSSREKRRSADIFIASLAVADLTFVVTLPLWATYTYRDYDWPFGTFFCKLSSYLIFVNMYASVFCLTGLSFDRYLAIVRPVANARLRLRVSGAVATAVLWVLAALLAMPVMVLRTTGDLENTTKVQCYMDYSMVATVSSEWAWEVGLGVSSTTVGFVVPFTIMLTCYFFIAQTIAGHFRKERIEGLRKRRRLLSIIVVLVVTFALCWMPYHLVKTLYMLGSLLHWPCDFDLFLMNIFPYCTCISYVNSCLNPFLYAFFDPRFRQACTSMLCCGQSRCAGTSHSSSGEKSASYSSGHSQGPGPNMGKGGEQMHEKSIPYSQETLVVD
#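 system = engineered CHO-K1 APJ arrestin reporter cells | input = 1000 cells per well | timing = overnight seeding, 90 min compound at 25 °C, 1 h detection | measured by = enzyme-fragment complementation luminescence | read-out = beta-arrestin recruitment to APJ as agonist activity, luminescent signal | control set = negative DMSO alone, positive Apelin-13 at 10 nM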
# EBI2 antag: blocks human EBI2 receptor beta-arrestin signaling; P32249; EBI2 beta-arrestin recruitment, luminescence, 7a,25-OHC stimulated; inhibition, % at 5 µM; hit rate 0.81% among 360,000; in the data active = inhibition above about 38%;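 note: enzyme fragment complementation signal reports receptor beta-arrestin coupling in cells; 0% = agonist plus DMSO wells and 100% = wells without agonist; some results beyond the cut were filed as inactive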
# Target sequence (P32249 whole entry, looked up, the tested form may be a part): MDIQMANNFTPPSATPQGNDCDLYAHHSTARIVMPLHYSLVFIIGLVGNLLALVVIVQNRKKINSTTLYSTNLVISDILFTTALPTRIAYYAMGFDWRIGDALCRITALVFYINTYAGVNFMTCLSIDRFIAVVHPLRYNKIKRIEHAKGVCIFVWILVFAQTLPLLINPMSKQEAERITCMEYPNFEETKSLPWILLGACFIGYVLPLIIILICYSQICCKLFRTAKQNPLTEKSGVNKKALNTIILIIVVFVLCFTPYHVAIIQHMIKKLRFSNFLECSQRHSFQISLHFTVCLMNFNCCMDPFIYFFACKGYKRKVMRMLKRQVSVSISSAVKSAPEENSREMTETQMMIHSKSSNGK
# XBP1 UPR activ: activators of adaptive arm of unfolded protein response (XBP1); activation, % at 20 µM; hit rate 0.33% among 330,000; CHO-XBP1 luciferase reporter, IRE1-XBP1 UPR activation, luminescence; percent of tunicamycin response, DMSO as zero;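 active = versus positive control, 20 µM dose yields 30% or more activation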;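 note: 100% = tunicamycin at 10 µg/mL and 0% = DMSO only wells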
#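 Material: CHO-XBP1 cells stably carrying IRE1-XBP1-driven luciferase reporter / Amount: 1000 cells per well / Compound: 20 µM, 1% DMSO / Times: 6 h treatment, 37 °C / Detection: luciferase luminescence / Measure: % activation of reporter signal versus tunicamycin and DMSO controls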
# APJ antag: blocks the human apelin receptor APJ; P35414; AID 2521; inhibition, % at 20 µM; hit rate 0.32% among 330,000; CHO-K1 APJ beta-arrestin complementation, luminescence;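 active = inhibition above about 40% at 20 µM, limit read from the data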;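 note: cells challenged with 10 nM apelin-13 agonist together with compound; plate controls were apelin-13 plus DMSO wells for no effect and DMSO wells lacking apelin-13 for full effect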
# Mdm2-MdmX inh: disrupts the human Mdm2-MdmX interaction; O15151+Q00987; SaOS-2 split-luciferase Mdm2/MdmX complementation, luminescence; inhibition, % at 8 µM; hit rate 3% among 330,000; AID 485346;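 active = inhibition of at least 50% at 8 µM in the primary screen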
# * hit, by the source's call; / = no result given.
SMILES	CXCR6 block	tim23-1 inh	UPR CHOP act	CCR6 antag	APJ agonist	EBI2 antag	XBP1 UPR activ	APJ antag	Mdm2-MdmX inh
Cc1onc(-c2ccccc2)c1C(=O)NN1CCOCC1	-8	-4	-1.6	-1	2	4	10	-1	-8
O=C(CSc1cn(CCNC(=O)c2ccc3ccccc3c2)c2ccccc12)NCc1ccco1	2	19	3.0	9	-5	6	0	-6	15
COc1ccccc1NC(=O)N1CCCC(CNC(=O)c2ccccc2Cl)C1 (stereo not given)	6	13	4.9	3	1	-6	-1	-24	0
CC(C)CN(C(=O)C1CC1)C1CCS(=O)(=O)C1 (stereo not given)	-8	-4	0.5	6	1	-2	3	18	11
CCCS(=O)(=O)NCCc1cc2ccc(C)cc2[nH]c1=O	0	16	1.2	-4	0	0	4	14	-25
N#Cc1ccccc1OCC(=O)Nc1ccccc1C(=O)NC1CC1	-1	18	0.4	-4	-8	1	3	3	-6
C#CCNC(=O)C1=C[C@@H](c2ccccc2)C[C@@H](OCc2ccc(CO)cc2)O1	-7	7	2.6	8	7	-13	0	-44	5
O=C(NCC1CCCO1)c1ccc(CS(=O)(=O)Cc2ccc(F)cc2)o1 (stereo not given)	6	4	-2.5	-5	-2	1	-1	-5	-10
CCCN=Cc1sc2ccc(OCC)cc2c1O	1	33	4.4	6	0	5	4	-14	-51
CCOC(=O)C1CNc2cc(S(=O)(=O)CC)ccc2O1 (stereo not given)	1	0	0.0	-6	0	9	0	-15	-8
O=C(CNC(=O)Cc1cccc2ccccc12)NCc1ccccc1F	0	-3	2.1	6	1	-13	0	7	24
COc1ccc(CN2CCN(C(=O)c3ccco3)CC2)c(OC)c1OC	0	4	-0.7	-2	-1	-7	-1	-5	-12
O=C(CC(=O)N/N=C\c1ccccc1)NCCc1ccccc1	4	4	2.0	-7	2	9	-5	13	-5
CC(C)NC1=C(Cl)C(=O)c2ccccc2C1=O	2	55*	1.2	0	0	-10	3	-12	32
CC1CCCCN1C(=O)NC1CC(=O)N(c2ccc3c(c2)OCCO3)C1 (stereo not given)	-1	-11	-0.4	3	-4	18	2	-3	17
Cc1cc(C)n(-c2ccnc3cc(Cl)ccc23)n1	-1	8	1.7	5	-2	2	0	13	-18
Cc1cccc2c1CC(C)(C)N/C2=C\C(N)=O	6	10	-1.9	15	-2	3	-3	9	19
CCCCC(=O)Nc1ccc(NC(=O)CC)cc1OC	-1	25	0.1	-2	-5	-1	-1	-4	25
O=C(O)C1CC=CCC1C(=O)Nc1ccccc1C(=O)N1CCN(c2ccc(Cl)cc2)CC1 (stereo not given)	-2	14	0.9	-7	-1	-2	-3	1	-1
C(/CCc1ccccc1)=N\Nc1nc2ccccc2[nH]1	-9	-10	5.4	18	-4	-14	0	20	45
O=C(/C=C/c1ccco1)N(Cc1ccccc1)C1CCS(=O)(=O)C1 (stereo not given)	-6	-10	-2.0	4	-3	-3	-3	-2	-10
COc1cc(CCC(=O)OCC(=O)c2ccc[nH]2)cc(OC)c1OC	5	11	3.3	0	0	-9	0	4	18
Cc1ccc(NC(=O)C(C)N2C(=O)c3ccccc3C2=O)cc1C (stereo not given)	7	17	7.5	9	-1	1	-1	-5	1
O=c1cc(-c2ccccc2)[nH]n1-c1nc2ccccc2[nH]1	28	-7	27	37	-9	0	18	27	95*
CC(=O)c1ccc(S(=O)(=O)N2CCCCC2C(=O)O)cc1 (stereo not given)	0	4	0.2	0	-2	-4	-1	-17	29
O=C1C(Cl)=C(Nc2ccc(F)cc2)C(=O)N1CCc1ccccc1	-2	7	4.3	15	-2	5	1	14	5
O=C(NNC(=O)c1ccc(F)c(S(=O)(=O)N2CCOCC2)c1)c1ccc([N+](=O)[O-])cc1	2	-9	-0.6	28	-3	3	-3	-4	21
COc1ccc(OC)c(CC(NC(C)=O)C(=O)NC2CCN(C(=O)c3cccc(C)c3)CC2)c1 (stereo not given)	1	10	1.5	6	-3	-4	-5	-17	-4
CCOC(=O)C1(CC2CCCCO2)CCN(C(=O)Nc2cccc(SC)c2)CC1 (stereo not given)	0	23	-0.7	7	0	26	-5	5	5
CNc1nc(Nc2ccc(Br)cc2)nc(N)c1[N+](=O)[O-]	2	-1	6.3	5	0	4	6	-9	67*
COc1ccc(NC(=O)CNS(=O)(=O)c2ccc3nc(C)sc3c2)c(OC)c1	5	5	0.8	-6	-2	8	-3	14	28
COc1ccc(/C=N/NC(=O)c2ccncc2)cc1CN1CCCc2ccccc21	3	33	1.3	19	1	12	0	5	6
CCc1ccc(OC)c(-c2csc(N)n2)c1	-3	5	1.1	-2	0	1	0	-8	18
CCOc1cc(C2NC(=O)NC(O)(C(F)(F)F)C2C(=O)c2ccc(Cl)cc2)ccc1O (stereo not given)	-4	0	-2.0	-2	-6	0	1	22	12
CCOC(=O)N1CCN(C(=O)c2ccc(N3CC4CC(C3)c3cccc(=O)n3C4)c(NC(=O)c3ccc(F)cc3)c2)CC1 (stereo not given)	-6	8	4.2	4	-2	-1	-3	11	28
COc1cc(S(=O)(=O)Nc2ccc(C)cc2)ccc1NC(=O)c1ccncc1	11	15	0.1	-9	6	0	-1	-5	26
NNC(=O)c1cnn(-c2ccccc2)c1-n1cccc1	-8	15	-0.8	-20	3	-16	0	-21	7
COc1ccc(N(CC(=O)Nc2ccc(S(=O)(=O)N3CCCC3)cc2)S(C)(=O)=O)cc1OC	-6	8	-2.1	8	0	6	0	6	10
O=C(NCCN1CCN(c2ccccc2)CC1)C1(S(=O)(=O)c2ccc(Cl)cc2)CC1	-2	16	-0.7	10	1	-2	-2	8	-5
COc1cccc(OC)c1C(=O)Nc1ccnn1C	6	7	0.7	-7	0	-8	4	-7	8

# Looked up by structure from the entries so far, 4 records:
SMILES	CXCR6 block	tim23-1 inh	UPR CHOP act	CCR6 antag	APJ agonist	EBI2 antag	XBP1 UPR activ	APJ antag	Mdm2-MdmX inh
N#Cc1ccccc1OCC(=O)Nc1ccccc1C(=O)NC1CC1	-1	18	0.4	-4	-8	1	3	3	-6
CCOc1cc(C2NC(=O)NC(O)(C(F)(F)F)C2C(=O)c2ccc(Cl)cc2)ccc1O (stereo not given)	-4	0	-2.0	-2	-6	0	1	22	12
CNc1nc(Nc2ccc(Br)cc2)nc(N)c1[N+](=O)[O-]	2	-1	6.3	5	0	4	6	-9	67*
CCOC(=O)C1CNc2cc(S(=O)(=O)CC)ccc2O1 (stereo not given)	1	0	0.0	-6	0	9	0	-15	-8

# (next part)
SMILES	CXCR6 block	tim23-1 inh	UPR CHOP act	CCR6 antag	APJ agonist	EBI2 antag	XBP1 UPR activ	APJ antag	Mdm2-MdmX inh
CC(=O)c1c(C)n(-c2ccccc2)c2ccc(OCC(N)=O)cc12	-2	-11	-1.4	1	1	0	0	7	15
Cn1cccc1C(=O)N/N=C/c1c(Cl)cccc1Cl	-1	18	4.2	1	-2	-1	2	-5	-31
O=C(CSCC(=O)OCC(=O)c1ccc(Br)cc1)Nc1ccc(Br)cc1	1	9	-1.1	-15	0	-4	0	-12	-7
CC(NS(=O)(=O)c1ccc(Br)cc1)C(N)=O (stereo not given)	-9	13	0.4	-16	-5	1	-4	-7	9
O=[N+]([O-])c1c(NCCO)cc(N2CCCCC2)c2nonc12	4	6	-0.9	4	-4	7	0	3	-30
COc1ccc(OC)c(-c2cc(C(=O)N3CCOCC3)no2)c1	-4	17	1.6	0	-2	-5	4	-10	29
Cc1ccccc1NC(=O)c1cccc(S(=O)(=O)Nc2cccc(C(=O)O)c2)c1	0	5	-2.0	10	-3	-4	0	-24	7
CC(=O)c1sc(NC(=O)CN2C(=O)CCC2=O)nc1C	6	-10	2.4	42	-3	-3	1	9	-6
CCC(C)(C)n1nnnc1C(c1ccc(O)c(OC)c1)N1CCc2ccccc2C1 (stereo not given)	0	9	42*	0	0	-5	-5	36	10
Cc1cc(C)c(S(=O)(=O)N2CCCCC2CCNC(=O)C(=O)NCCN2CCOCC2)c(C)c1 (stereo not given)	-4	20	1.5	-4	3	-2	-4	7	10
Cc1c(-c2ccc(F)cc2)[n+](=O)c(-c2ccc(F)cc2)c(C)n1[O-]	-4	7	-1.4	-6	-3	2	0	-12	5
COc1ccc(C2C(C(=O)N3CCN(c4ccccc4F)CC3)c3ccccc3C(=O)N2C)cc1 (stereo not given)	12	18	-1.8	-5	3	2	0	-18	-5
O=C(Nc1cccc(Cl)c1)N(Cc1nc2ccccc2c(=O)[nH]1)C1CCCC1	-4	30	3.2	15	-3	11	-3	11	4
COc1cc(C(=O)OCC(=O)N(CC(C)C)C2CCS(=O)(=O)C2)ccc1OCC(C)C (stereo not given)	2	15	3.1	-5	0	-13	0	7	-17
CC(C)C(=O)Nc1ccc(S(=O)(=O)Nc2ccccn2)cc1	-3	-6	-0.1	-7	-3	1	-3	5	3
CCOc1ncccc1C(=O)OCc1cn2cc(Cl)ccc2n1	4	13	-0.1	2	6	3	1	2	14
O=C(COC(=O)c1ccc2c(c1)OCO2)Nc1cccc(F)c1	7	1	-2.1	0	2	-12	-1	1	-18
CCCCCC(=O)Nc1nc(C)c(-c2csc(Nc3ccc(Cl)cc3)n2)s1	4	21	2.1	3	-6	26	1	18	17
CCOc1ccccc1N1C(=O)c2ccc(C(=O)Nc3cccnc3)cc2C1=O	3	50*	-0.4	17	-3	0	1	15	1
CC1(C)N=C(c2ccc(Cl)cc2Cl)C(=O)N1	-1	9	-1.0	-6	-3	10	-1	10	19
CCOc1ccc(C(=O)Nc2ccccc2C#N)cc1[N+](=O)[O-]	6	13	0.4	8	-2	-3	-1	13	-14
CC1CCCN(C(=O)COC(=O)C2=COCCO2)C1 (stereo not given)	-2	11	1.7	0	-2	-1	1	5	0
Cc1ccc(SCC2=NN(c3nc(C)cc(C)n3)C(=O)C2)cc1	6	25	-1.6	17	-3	-4	-1	10	34
O=C(CCl)c1ccc2c(c1)CCN2C(=O)C1CC1	/	-7	-9.2	/	0	/	-11	27	80*
COc1ccc(C(=O)Cn2c3ccccc3n3nc(CCC(=O)O)c(=O)nc23)cc1OC	3	-13	-0.7	5	-3	0	0	-7	1
CCOC(=O)Cn1nnc(-c2cc(OC)c(OC)c(OC)c2)n1	-6	12	-2.9	-12	-1	-4	0	4	8
Cc1ccc(C)c(NS(=O)(=O)c2cc(C(=O)NCC3CCCO3)ccc2C)c1 (stereo not given)	1	-5	0.0	16	-6	-13	-3	9	4
COc1ccc(/C=C/C(=O)c2c(C)cc(C)[nH]c2=O)c2ccccc12	-14	21	-0.4	-5	3	-6	-5	-8	5

# This is a subset (hit frequency here may not be typical).
